From PubChem
NOD2 RIPK2 PPI: inhibitors of human NOD2-RIPK2 interaction. CHO BLA complementation NOD2-RIPK2, CCF4 ratio. inhibition, % at 4.98 µM. AID 624267. 0.38% of 360,000 active. O43353; in the data active means inhibition above about 21%;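 further: 0% = vehicle only and 100% = reference blocker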
TWEAK Fn14 block: inhibitors of TWEAK-Fn14 interaction signaling; TWEAK-stimulated Fn14 reporter cells, luciferase luminescence, 8 h; inhibition, % at 10 µM; 2% of 360,000 active; in the data active means inhibition above about 50%
TLR9-MyD88 block: TLR9-MyD88 interaction inhibition | 0.21% of 340,000 active | CHO BLA complementation TLR9-MyD88, CCF4 FRET ratio | inhibition, % at 4.98 µM | Q9NR96+Q99836;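 active means inhibition above the mean over all tested compounds plus 3 SD, cut at about 21% in these data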;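 further: 0% = DMSO only wells and 100% = clavulanate BLA inhibitor control wells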
Target sequence (Q99836 whole entry, looked up): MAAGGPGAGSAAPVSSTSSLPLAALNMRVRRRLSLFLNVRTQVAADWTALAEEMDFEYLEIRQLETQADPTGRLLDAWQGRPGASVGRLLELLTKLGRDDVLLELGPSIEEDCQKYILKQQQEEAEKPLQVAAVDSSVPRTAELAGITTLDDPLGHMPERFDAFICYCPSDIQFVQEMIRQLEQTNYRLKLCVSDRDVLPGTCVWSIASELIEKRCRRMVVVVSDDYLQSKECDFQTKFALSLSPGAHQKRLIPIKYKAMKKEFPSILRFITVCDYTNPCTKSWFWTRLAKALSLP
Target sequence (Q9NR96 whole entry, looked up): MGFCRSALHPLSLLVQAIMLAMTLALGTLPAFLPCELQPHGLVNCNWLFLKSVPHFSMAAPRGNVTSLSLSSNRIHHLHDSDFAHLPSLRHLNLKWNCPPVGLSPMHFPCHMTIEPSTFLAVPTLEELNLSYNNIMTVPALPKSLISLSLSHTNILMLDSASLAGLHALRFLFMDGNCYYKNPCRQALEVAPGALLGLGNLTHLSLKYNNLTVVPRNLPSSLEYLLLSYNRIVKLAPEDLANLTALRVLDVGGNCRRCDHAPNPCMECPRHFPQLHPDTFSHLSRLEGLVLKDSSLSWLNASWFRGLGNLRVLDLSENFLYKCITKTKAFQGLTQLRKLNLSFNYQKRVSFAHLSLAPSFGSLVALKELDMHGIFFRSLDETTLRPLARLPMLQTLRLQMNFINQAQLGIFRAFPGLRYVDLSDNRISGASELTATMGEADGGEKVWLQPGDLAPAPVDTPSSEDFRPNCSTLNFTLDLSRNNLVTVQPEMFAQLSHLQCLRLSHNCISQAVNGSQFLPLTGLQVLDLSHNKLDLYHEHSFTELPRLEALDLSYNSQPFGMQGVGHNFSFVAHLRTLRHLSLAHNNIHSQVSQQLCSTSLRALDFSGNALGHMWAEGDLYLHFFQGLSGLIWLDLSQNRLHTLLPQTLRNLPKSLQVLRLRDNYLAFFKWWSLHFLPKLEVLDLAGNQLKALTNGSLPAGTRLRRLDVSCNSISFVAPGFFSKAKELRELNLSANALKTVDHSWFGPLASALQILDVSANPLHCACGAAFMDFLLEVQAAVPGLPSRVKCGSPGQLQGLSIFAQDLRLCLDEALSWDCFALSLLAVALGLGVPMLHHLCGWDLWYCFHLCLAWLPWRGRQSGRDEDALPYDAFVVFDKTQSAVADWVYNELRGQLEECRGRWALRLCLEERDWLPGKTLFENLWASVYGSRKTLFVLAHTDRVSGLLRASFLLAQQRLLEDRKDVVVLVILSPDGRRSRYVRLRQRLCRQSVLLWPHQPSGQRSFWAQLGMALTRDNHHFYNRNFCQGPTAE
SRC2 inh: human SRC2 (NCOA2) inhibition; HEK293 GAL4-SRC2 luciferase reporter, luminescence; 0.17% of 370,000 active; inhibition, % at 9 µM;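 active means inhibition above the mean inhibition of all tested compounds plus 3 SD, set per campaign, cut at about 52% in these data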;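 further: 0% = DMSO treated cells and 100% = cells given Gossypol at 36 µM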
SRC1 inh: inhibits human SRC1 coactivator. Q15788. HEK293 GAL4-SRC1 luciferase reporter, luminescence. inhibition, % at 3.6 µM. 0.12% of 360,000 active;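 active means inhibition above the campaign mean plus 3 SD, with each screening campaign given its own cutoff, cut at about 60% in these data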;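 further: 0% = DMSO treated cells and 100% = gossypol at 36 µM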
SRC3 inh: inhibitors of human steroid receptor coactivator 3 (SRC3) | inhibition, % at 3.6 µM | Q9Y6Q9 | HEK293 GAL4-SRC3 luciferase reporter, luminescence | 0.17% of 360,000 active;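 active means inhibition above a per-campaign cutoff, the mean of all compounds plus 3 SD, cut at about 60% in these data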;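 further: 0% = DMSO-treated cells and 100% = gossypol-treated cells at 36 µM; higher means less SRC3-driven luciferase light from the GAL4 reporter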
TROY NFkB inh: blocks TROY-dependent signaling in reporter cells; inhibition, % at 10 µM; AID 1347056; 0.98% of 360,000 active; Q293 LMP1-TROYcd NF-kB luciferase reporter, 4 h;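 active means compounds whose plate-normalised and pattern-corrected inhibition of the luciferase reporter signal at the single screening dose is 50% or more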
Exocytosis inh: blocks lytic granule exocytosis; TALL-104 LAMP-1 surface exposure, flow cytometry; cells stimulated with thapsigargin and PMA; inhibition, % at 10 µM; 0.66% of 360,000 active;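 active means inhibition above about 55%, limit read from the data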
COUP-TFII inh: blocks human COUP-TFII nuclear receptor | P24468 | HEK293T NGFI-A luciferase reporter, luminescence | inhibition, % at 8.6 µM | 0.7% of 370,000 active | AID 686940;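 active means inhibition above a per-plate cutoff, mean inhibition of test wells between control levels plus 3 SD, cut at about 38% in these data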;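 further: cells cotransfected with COUP-TFII expression vector driving the NGFI-A reporter; 0% = median of COUP-TF2 test wells and 100% = reporter-only cells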
ABHD5 PLIN5 PPI: ABHD5-PLIN5 protein interaction inhibition | Q00G26+Q8WTS1 | Split G. princeps luciferase complementation, luminescence, 4 h | inhibition, % at 4 µM | 0.78% of 360,000 active | AID 602281;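 active means inhibition above the mean inhibition across every tested compound plus 3 SD, cut at about 22% in these data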;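 further: 0% = DMSO only wells and the 100% control is not disclosed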
LRH-1 inv ag: suppresses constitutive activity of human LRH-1; O00482; HEK293T StAR-luciferase reporter, LRH-1 transfected, 24 h; inhibition, % at 3.6 µM; 0.13% of 360,000 active;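 active means inhibition above the mean inhibition of all tested compounds plus 3 SD, cut at about 73% in these data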;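 further: 0% = DMSO wells and 100% = reporter-only cells lacking LRH-1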
* marks the source's active call; other numbers are inactive results; . = not tested or not shown; & = joins results of further samples. The list is partial; count on the stated rates, not on these rows.

SMILES | NOD2 RIPK2 PPI | TWEAK Fn14 block | TLR9-MyD88 block | SRC2 inh | SRC1 inh | SRC3 inh | TROY NFkB inh | Exocytosis inh | COUP-TFII inh | ABHD5 PLIN5 PPI | LRH-1 inv ag
CCOc1ccc(C(C)NC(=O)c2cccnc2OCC)cc1OCC (stereo not given) | -10 | 19 | -10 | -23 | -2 | 12 | -3 | 0 | 5 | -1 | 15
COc1cc(/C=C/c2ccc3cccc(O)c3n2)cc(Br)c1OC | 15 | 19 | -8 | -92 | -109 | -102 | -33 | 22 | -16 | -3 | -124
COC(=O)c1cc(C)sc1NC(=O)C1C2C=CC(CC2)C1C(=O)O (stereo not given) | -3 | 4 | 7 | -4 | -12 | 7 | -9 | -12 | -3 | 1 | 2
COC(=O)CCC1(C(N)=O)CCC(=O)c2ccccc21 (stereo not given) | 1 | 4 | 3 | 2 | -7 | -6 | 13 | -9 | 19 | -4 | -9
O=C(COc1ccccc1)N=C1SC2CS(=O)(=O)CC2N1c1cccc(F)c1 (stereo not given) | -23 | -7 | -52 | -2 | -23 | -15 | 14 | 2 | 14 | -13 | -19
Cc1ccccc1-n1nc2c(c1NC(=O)C(C)(C)C)CS(=O)(=O)C2 | -6 | 10 | 4 | -11 | -5 | -8 | 3 | -4 | -11 | 0 | -12
COC(=O)N1C2CCCCC2=NN(c2ccccc2)N1C(=O)OC (stereo not given) | -3 | -4 | . | 0 | 10 | -1 | 10 | 0 | -5 | 8 | 40
CCCCC[C@@H]1CCCCC[C@@H](O)C[C@@H](O)[C@@H](O)/C=C/C(=O)O1 | 1 | 15 | . | 6 | . | . | -11 | -4 | 1 | -2 | -37
CC(C)(C)c1ccc(OCC(=O)NCc2ccco2)cc1 | -4 | -30 | 2 | -16 | 1 | 3 | -29 | -4 | 3 | -3 | -5
N=C1CCCN1CC(=O)c1ccc(Cl)cc1 | -9 | -18 | -1 | -3 | -19 | -24 | -38 | -3 | -7 | -3 | -37
CCCCNC(=O)C[C@@H]1C[C@@]2(C(=O)OCC)CCCC=C2N(CCC2=CCCCC2)C1=O | 2 | . | . | 20 | . | . | . | 2 | 0 | 5 | 10
COC(=O)CC1SC(=O)NC1=Nc1ccccc1 (stereo not given) | 1 | -7 | 2 | -18 | 16 | 10 | -34 | -2 | -4 | -2 | -16
O=C(NCCc1ccccc1)C(=O)NCCC1CCCCN1S(=O)(=O)c1ccccc1 (stereo not given) | 13 | -10 | -4 | -23 | -13 | -2 | -1 | 4 | 33 | 1 | 10
CCN(Cc1ccccc1)C(=O)c1cccc(OC2CCN(C(=O)C3CC3)CC2)c1 | 1 | 24 | -10 | 8 | 12 | 14 | -14 | 1 | 16 | -13 | 8
C=CCNCCOCCOc1ccc(C)cc1[N+](=O)[O-] | -4 | -3 | -1 | -10 | -10 | -6 | -21 | 0 | -21 | -5 | -11
Cc1cccc(NC(=O)CCNS(=O)(=O)c2cc(Br)cnc2N)c1C | -8 | 11 | 2 | 6 | -1 | 8 | 11 | -3 | -14 | -1 | 3
CCC1Oc2ccc(Cl)cc2N(CC(=O)O)C1=O (stereo not given) | -4 | 1 | -3 | . | -17 | 0 | 6 | -1 | . | 2 | -10
Cc1c(C2CC(=O)N(c3ccccc3)C2=O)[nH]n(-c2ccccc2)c1=O (stereo not given) | 1 | 1 | 7 | -10 | -2 | 2 | -31 | -1 | -6 | -2 | -6
CN(Cc1ccon1)C(=O)C1CCN(C2CCN(CCCc3ccccc3)CC2)CC1 | 1 | -21 | -8 | 6 | -2 | 8 | 8 | 34 | -2 | 1 | 17
CCCNS(=O)(=O)c1ccc(CCC(=O)N2CCN(c3ccc(OC)cc3)CC2)cc1 | -9 | 12 | -3 | 23 | 11 | 1 | 13 | -5 | 26 | -2 | 23
Cn1c(SCC(=O)Nc2ccc(F)cc2)nc2c(c1=O)SCC2 | -10 | 8 | -9 | -19 | -3 | 12 | 3 | -4 | 17 | -1 | -3
Cc1ccc(C)c(NC(=O)CSc2nnc(-c3ccncc3)n2N)c1 | -7 | -3 | 3 | -10 | -7 | -5 | -6 | 4 | 19 | 1 | 4
Cc1cc(C)cc(N(CC(=O)N2CCn3c2nc2ccccc23)S(=O)(=O)c2c(C)noc2C)c1 | -8 | 1 | -1 | -7 | 16 | 3 | 2 | 21 | 0 | 9 | 6
O=C(NNc1c(Cl)cncc1Cl)c1cccs1 | -3 | 14 | 0 | -32 | 3 | 7 | 5 | 2 | -9 | 6 | -4
S=C(Nc1cccnc1)N1CCN(c2ccccc2Cl)CC1 | 3 | 0 | -6 | -16 | -6 | 4 | -15 | -4 | 9 | -3 | 3
COC(=O)[C@]1(Cc2ccccc2)N[C@H](c2ccc(SC3CCCCC3)c(OC)c2)[C@@H]2C(=O)N(C)C(=O)[C@@H]21 | 2 | 3 | -7 | 1 | -4 | 10 | 0 | -3 | 13 | 4 | -22
Cc1ccc(CC(=O)NCCc2ccc(S(N)(=O)=O)cc2)cc1 | 0 | 12 | 4 | -14 | 6 | -26 | -12 | -4 | -17 | 4 | 4
Cc1ccc(NC(=O)CSC2=C(C#N)C(c3ccco3)CC(=O)N2)cc1 (stereo not given) | 1 | -3 | -6 | -12 | -9 | -15 | -80 | 0 | -6 | 12 | -26
CC(C)c1ccccc1NC(=O)CNC(C)c1ccc(F)cc1 (stereo not given) | -1 | -4 | . | 15 | -69 | 7 | 9 | 3 | -1 | 1 | -13
CN(C)S(=O)(=O)n1cc(/C=C(\NC(=O)c2ccccc2Cl)C(=O)N2CCOCC2)c2ccccc21 | -6 | -4 | -1 | -26 | -1 | -7 | -11 | 4 | 10 | -2 | 1
Nc1nc(SCc2ccc([N+](=O)[O-])cc2)nc2nc3c(cc12)CCCC3 | -2 | -12 | 0 | -2 | 4 | 1 | -7 | -2 | 16 | 2 | 5
COCCOC(=O)C1=C(N)OC2=C(C(=O)CC(C)(C)C2)C1c1cccnc1 (stereo not given) | 6 | -6 | 0 | -14 | 9 | 2 | 0 | 1 | 0 | 5 | 11
CS(=O)(=O)c1ccc2nc(NC(=O)c3ccccc3Cl)sc2c1 | -1 | -26 | -5 | -29 | -24 | -6 | -19 | -7 | -8 | -2 | -16
CC(C)CCNc1c(-c2cccs2)nc2ccccn12 | -4 | -5 | 3 | -21 | -9 | -30 | -30 | 2 | -12 | -7 | -12
COc1cccc(Cn2c(Oc3cccc(C)c3)nc3c2c(=O)n(C)c(=O)n3C)c1 | -2 | 4 | -15 | 3 | -23 | 13 | -16 | -4 | 8 | -4 | -12
CCCCNc1c(C(=O)OCC)c(C)nc2c1cnn2CC | -3 | 6 | 2 | 21 | 12 | 4 | 3 | 1 | 17 | 1 | 5
O=C(O)C1CSC(CCc2ccccc2)N1 (stereo not given) | -6 | 1 | 5 | 6 | -23 | 17 | -9 | -4 | 5 | -7 | -8
O=C(Nc1nc2ccc(Oc3ccccc3)cc2s1)c1cc([N+](=O)[O-])ccc1N1CCOCC1 | -1 | 4 | -5 | 3 | -29 | -12 | -7 | -1 | -5 | 2 | 9
C=CCN(Cc1cccs1)C(=O)CN1CCN(S(=O)(=O)c2ccc3c(c2)OCCCO3)CC1 | -3 | 9 | -5 | 17 | 0 | -26 | -3 | 8 | 3 | 5 | -3
COc1ccc(-c2noc(CCC(=O)NCCCN3CCN(c4ccccc4F)CC3)n2)cc1 | 4 | 15 | -9 | 18 | 0 | 0 | 4 | 6 | 2 | 0 | 14
O=C(NC(=S)Nc1ccc(N2CCOCC2)cc1)c1ccc(Cl)cc1 | -4 | -1 | 5 | 6 | 0 | 5 | -2 | -2 | 13 | 0 | 6
CNC(=S)N1CCN(c2ccccn2)CC1 | -1 | 14 | -13 | 13 | -3 | 12 | -7 | 1 | -13 | 7 | -5
CC(C)(C)NC(=O)c1cc(C(C)(C)C)c(O)c(C(C)(C)C)c1 | 4 | -9 | -7 | -14 | 1 | 17 | -1 | -2 | -18 | 1 | 13
CC(=O)C1=CCC(c2ccc(F)cc2)N(S(=O)(=O)c2ccc(C)cc2)C1 (stereo not given) | -4&4 | 0&21 | . | -16&25 | -7&12 | 13&12 | 12&16 | 19&13 | 11&-4 | 2&5 | 15&16
O=C(NCCCN1CCOCC1)c1onc(CSc2ccc(F)c(F)c2)c1C(=O)NCCCN1CCOCC1 | 1 | 1 | -11 | 1 | 5 | -9 | -15 | -1 | 3 | 0 | -6
CCOC(=O)COc1cccc2c(=O)n(CC(=O)N3CCCc4ccccc43)ccc12 | -1 | 13 | 4 | -12 | 18 | 7 | -5 | -1 | -9 | 6 | 8
Cc1nc2cc3c(cc2c(C)c1C(=O)OC(C)C)OCO3 | 6 | -4 | 7 | -38 | -17 | -15 | -50 | 0 | -25 | -1 | -21
CCOC(=O)CNC(=O)Nc1ccccc1C(=O)OC | 0 | -7 | 1 | -6 | 9 | 21 | 3 | -3 | 4 | -1 | 15
CC(C)(C)c1ccc(CC(=O)N2CCC2(C)C(=O)NS(=O)(=O)c2ccc(Cl)s2)cc1 (stereo not given) | 6 | 0 | . | 3 | 1 | 0 | -4 | -3 | 1 | -7 | 13
Cc1ccc(CS(=O)(=O)Cc2ccc(C(=O)NC3CC3)o2)cc1 | -1 | 6 | 5 | 25 | 4 | 17 | 5 | -18 | 22 | 2 | 20
CC(NC(=O)c1cccs1)c1ccc(Br)cc1 (stereo not given) | -3 | 8 | 5 | 4 | 1 | 7 | 0 | 2 | -5 | 1 | 14
CCN(C(=O)COC(=O)c1cnccn1)c1cccc2ccccc12 | 1 | 7 | 1 | 14 | 0 | 2 | -7 | 6 | -1 | 5 | -21
O=C(NCc1ccc(Cl)cc1)N1CCN(C(=O)c2ccccc2)CC1 | -7 | 18 | -1 | -1 | 15 | 15 | -21 | 0 | 6 | 0 | 1
O=C(Nc1ccc(CN2CCCCC2)cc1)c1cccc(Br)c1 | 5 | -11 | 14 | -54 | -40 | -42 | -49 | -1 | -23 | 0 | -57
Cc1ccc(CN2C(=O)CCC2C(=O)NC(C)C)cc1 (stereo not given) | -2 | 34 | -5 | -33 | -1 | 8 | . | -3 | -8 | 3 | 5
O=C(Cn1cncc1-c1ccc([N+](=O)[O-])cc1)Nc1ccccc1F | -2 | -17 | 4 | 6 | -5 | 9 | -21 | -6 | -16 | 7 | -19
COCCCNc1nc2nonc2nc1N1CCN2CCCC2C1 (stereo not given) | -1 | 3 | 4 | -15 | 18 | 17 | 6 | 4 | 6 | -3 | 4
Cc1c(OCC(=O)N2CCC[C@@H]2C(=O)O)ccc2c3c(c(=O)oc12)CCC3 | 4 | 5 | 3 | 7 | -7 | 9 | 0 | -7 | 0 | -9 | 1

Complete entries, quoted from the list:
CCN(C(=O)COC(=O)c1cnccn1)c1cccc2ccccc12 is listed as NOD2 RIPK2 PPI: 1; TWEAK Fn14 block: 7; TLR9-MyD88 block: 1; SRC2 inh: 14; SRC1 inh: 0; SRC3 inh: 2; TROY NFkB inh: -7; Exocytosis inh: 6; COUP-TFII inh: -1; ABHD5 PLIN5 PPI: 5; LRH-1 inv ag: -21
Cc1ccc(CN2C(=O)CCC2C(=O)NC(C)C)cc1 (stereo not given) is listed as NOD2 RIPK2 PPI: -2; TWEAK Fn14 block: 34; TLR9-MyD88 block: -5; SRC2 inh: -33; SRC1 inh: -1; SRC3 inh: 8; TROY NFkB inh: .; Exocytosis inh: -3; COUP-TFII inh: -8; ABHD5 PLIN5 PPI: 3; LRH-1 inv ag: 5
